# CASP6 VEID inh = blocks human caspase-6 cleavage activity; purified caspase-6, Z-VEID-R110 cleavage fluorescence; hit rate 0.53% among 350,000; P55212; inhibition, % at 12.5 µM; AID 686996;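 active = mean inhibition across replicates at least about 35%, with every replicate also reaching that limit, limit read from the data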;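 also: 0% = median of neutral control wells and 100% = no fluorescence left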
# Target sequence (P55212 24-179 limits assumed): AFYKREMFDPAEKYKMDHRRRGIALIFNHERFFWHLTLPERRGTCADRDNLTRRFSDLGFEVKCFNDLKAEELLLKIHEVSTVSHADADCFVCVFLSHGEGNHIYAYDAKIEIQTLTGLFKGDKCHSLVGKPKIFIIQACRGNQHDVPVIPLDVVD
# Target sequence (P55212 194-293 limits assumed): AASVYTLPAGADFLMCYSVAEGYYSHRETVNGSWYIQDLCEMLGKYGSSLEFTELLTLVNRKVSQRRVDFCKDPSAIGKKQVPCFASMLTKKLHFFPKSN
# SIRT5 block = blocks human SIRT5 desuccinylation of peptide; Q9NXA8; Purified SirT5, succinyl-peptide AMC, trypsin-coupled fluorescence; inhibition, % at 15 µM; hit rate 1.1% among 330,000; in the data active = inhibition above about 15%
# Target sequence (Q9NXA8 whole entry, looked up): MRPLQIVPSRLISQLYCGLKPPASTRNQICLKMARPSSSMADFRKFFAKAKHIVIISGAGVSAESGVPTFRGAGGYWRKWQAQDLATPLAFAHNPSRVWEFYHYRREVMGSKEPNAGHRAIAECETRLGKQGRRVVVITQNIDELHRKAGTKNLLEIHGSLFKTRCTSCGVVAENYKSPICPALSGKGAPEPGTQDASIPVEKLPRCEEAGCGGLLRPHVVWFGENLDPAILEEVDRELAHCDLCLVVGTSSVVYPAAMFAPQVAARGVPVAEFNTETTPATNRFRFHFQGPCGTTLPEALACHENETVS
# LGR2 antag = blocks bursicon-induced cAMP signaling via Drosophila LGR2; HEK293 LGR2, CRE-luciferase, bursicon-stimulated, 4 h; inhibition, % at 9.99 µM; hit rate 0.35% among 380,000; AID 720647;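 active = drop in luminescence signal, shown as inhibition above about 50% in the replicate tests, limit read from the data, passing the limit was not always enough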;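 also: agonist challenge used bursicon conditioned medium at about half maximal strength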
# C2C12 statin = suppression of simvastatin myotoxicity; hit rate 0.78% among 330,000; AID 602340; rescue of ATP level, % at 7.49 µM; C2C12 myotubes + simvastatin, ATP luminescence, 48 h; scaled: DMSO 0, geranylgeraniol control 100;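 active = mean ATP rescue above about 67%, or every replicate alone reaching that limit, limit read from the data, passing the limit was not always enough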;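 also: myotubes were challenged with 10 µM simvastatin during compound exposure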
# S100A4 inh HTS = S100A4-myosin IIA interaction inhibition; S100A4/TAMRA-MyoIIA peptide fluorescence polarization; inhibition, % at 10.7 µM; hit rate 0.14% among 360,000; AID 652163;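 active = mean inhibition of at least 70% across replicates, with every replicate also reaching that level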
# Target sequence (P26447 whole entry, looked up): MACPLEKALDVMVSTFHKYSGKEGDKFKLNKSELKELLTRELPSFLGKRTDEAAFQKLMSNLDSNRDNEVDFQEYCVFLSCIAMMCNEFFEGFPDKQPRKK
#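 Material: S100A4 monomer protein / Buffer or medium: 50 mM HEPES pH 7.2, 10 mM CaCl2, 100 mM KCl / Times: 5 min incubation before reading / Benchmarks: neutral control DMSO, positive control TFP / Reagent: labelled myosin peptide probe, 5 nM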
# FN deposit inh = fibronectin deposition inhibition; AH1F fibroblasts, Alexa488-fibronectin deposition fluorescence, overnight; inhibition, % at 12.6 µM; hit rate 0.086% among 350,000; AID 743247;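 active = mean inhibition across replicates of 30% or more, regardless of how many single replicates reach that level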;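 also: positive control wells lacked labelled fibronectin entirely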
#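 Material: AH1F fibroblast monolayer depositing Alexa488-labelled fibronectin into matrix | Input: 10000 AH1F cells/well | Medium: DMEM plus 2% serum, read in PBS | Reagent: Alexa488-fibronectin, 24 nM final in well | Compound dosing: One dose per compound, pinned | Schedule: 1 h adhesion, overnight exposure | Measured by: Fluorescence at 485 nm excitation, 525 nm emission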
# esBAF inh = blocks esBAF chromatin remodeling in mouse ES cells | Bmi1-luciferase knock-in reporter, 24 h; 100% = twice the neutral-well signal | reporter increase, % at 12.5 µM | hit rate 2% among 350,000 | AID 602393; in the data active = activation above about 40%;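 also: 0% = median of the plate's neutral control wells and 100% = double that signal; a rise in the Bmi1 reporter signal indicates esBAF inhibition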
# Numbers without * were called inactive; / = not tested or not shown; & = joins results of further samples.
SMILES,CASP6 VEID inh,SIRT5 block,LGR2 antag,C2C12 statin,S100A4 inh HTS,FN deposit inh,esBAF inh
NC(=O)CN1CCN(S(=O)(=O)c2ccc(Cl)cc2)CC1,-0.7,-2.8,/,/,-0.6,4.3,/
C[C@H](CO)N1C[C@H](C)[C@@H](CN(C)C(=O)C2CC2)OCc2ccccc2-c2c(n(C)c3ccccc23)C1=O,-2.5,0.5,20.5,/,-1.1,7.0,-2.3
COc1ccc(C2CC(c3cccs3)=NN2C(=O)CSc2nc(=O)n3ccc(C)cc3n2)cc1 (stereo not given),-0.5,-3.0,-10.1,-5.0,-1.6,9.0,26.3
CC(=O)Oc1ccc(Cn2c(C)c(C(=O)NCc3ccc4c(c3)OCCO4)sc2=O)cc1,0.8,/,9.7,8.1,0.2,0.4,4.9
O=C(NCCC1=CCCCC1)c1c(O)nc2sccn2c1=O,5.3,-1.1,-12.0,-6.5,-5.5,1.7,22.2
O=C(NCc1ccco1)C1CCCN(c2ncnc3c2nc2n3CCCCC2)C1 (stereo not given),-1.1,-7.3,0.8,5.8,2.2,4.1,0.0
CCCC#Cc1cnc2c(c1)C(=O)N([C@H](C)CO)C[C@H](C)[C@@H](CN(C)C(=O)Nc1ccccc1OC)O2,0.3,3.1,7.0,11.2,44.1,-9.6,9.0
Cc1ccc(CNC(=O)c2ccc(CNc3c(N4CCCC4)c(=O)c3=O)cc2)cc1,2.9,0.7,-6.7,9.0,7.6,3.3,-7.4
O=C(c1cccc(C(F)(F)F)c1)N1CCC(=O)N(C(CO)Cc2ccccc2)CC1 (stereo not given),-0.6,/,-7.6,17.0,3.2,2.2,-6.7
CC1CCC/C(=N/NC(=O)c2ccccc2-n2cccc2)C1 (stereo not given),1.0,2.0,11.9,/,-0.6,6.8,/
O=C(Nc1ccc(N2CCOCC2)cc1)c1ccc2c(c1)OCO2,-1.5,0.2,-23.1,-6.2,4.2,4.9,39.9
CN1C(=O)c2cc(NC(=O)c3cccs3)ccc2OC[C@@H]2O[C@@H](CC(=O)NCC(F)(F)F)CC[C@@H]21,-0.7,-2.6,7.4,22.4,-7.6,1.2,1.6
N=C1C(=O)OCC1c1cc(Cl)ccc1NC(=O)Nc1ccccc1 (stereo not given),/,/,/,-2.9,/,1.0,-6.8
O=C(Cn1ncc2c1-c1ccccc1OC2)Nc1ccc(Cl)cn1,3.5,-1.3,2.9,5.1,0.2,-1.2,-8.1
COCCNC(=O)C[C@H]1CC[C@@H]2[C@@H](COc3ccc(NC(=O)Nc4ccccc4)cc3C(=O)N2C)O1,-2.2,-6.5,5.9,-7.0,-5.4,-15.1,3.9
COc1ccccc1C(=O)Nc1ccc2c(c1)C(=O)N(C)C[C@@H](OC)[C@H](C)CN(C)[C@H](C)CO2,-0.8,3.5,-4.9,24.6,15.4,14.0,3.9
O=C(C[C@@H]1C[C@@H]2c3cc(NC(=O)CC4CC4)ccc3O[C@@H]2[C@@H](CO)O1)NCc1ccccc1,-0.2,-1.5,-3.2,-3.3,-11.0,-7.0,6.6
C[C@@H]1CN([C@H](C)CO)C(=O)c2cc(NC(=O)CCCN(C)C)ccc2O[C@@H]1CN(C)Cc1ccc(-c2ccccc2)cc1,0.3,-4.0,7.8,4.0,0.9,29.4,4.7
CCC1=C2CC[C@H]3C(=O)N(C)C(=O)[C@H]3[C@H]2[C@@]2(Cc3ccccc3)C(=NCC(=O)OC)OC(=O)N2C1=O,-1.5,-2.8,-10.4,0.4,-5.9,5.2,-8.3
COc1ccc(S(=O)(=O)Nc2ccc3c(c2)C(=O)N([C@@H](C)CO)C[C@@H](C)[C@@H](CN(C)C(=O)Nc2c(C)noc2C)O3)cc1,-0.9,-5.0,-6.0,/,-7.8,/,-2.8
CCOC(=O)C1CCN(Cc2cccc(Oc3ccc(Cl)cc3)c2)CC1,5.2,-7.2,9.5,11.7,1.9,-4.6,4.9
COCC(C)n1c(SCc2nc(N)nc(Nc3ccccc3C)n2)nc2ccccc2c1=O (stereo not given),/,/,/,-4.6,/,32.5*,-4.1
CCNc1nc(NCC)n2c(SCC(=O)Nc3ccc(OC)c(OC)c3)nnc2n1,32.2,-9.1,16.7,5.9,3.7,0.1,-7.7
CCOc1ccc(-c2cc(C(=O)N/N=C(\C)c3cccnc3)c3ccccc3n2)cc1,-3.2,-2.7,-29.2,-17.8,-8.9,5.4,19.7
Cc1ccc(S(=O)(=O)Nc2ccc(Cl)cc2O)cc1,-1.4,-4.4,-0.7,/,-1.3,-3.7,/
CCOc1ccccc1CN1CCNC(=O)C1CC(=O)NCCc1ccccn1 (stereo not given),-3.9,-1.0,-5.1,-6.5,-1.3,-3.0,4.1
CNC[C@@H]1OCCCC[C@H](C)Oc2ccc(NC(=O)Nc3ccc4c(c3)OCO4)cc2C(=O)N([C@H](C)CO)C[C@H]1C,/,/,-6.8,15.2,/,/,-0.9
Cc1nc2c(OCc3ccc(C(F)(F)F)cc3)cccn2c1N(C)CC1CC1,-1.1,-1.1,-70.1,-31.1,-7.8,-4.8,6.5
CCN(c1ccccc1)S(=O)(=O)c1ccc(Cl)c(NC(=O)Nc2ccc(Cl)cc2C#N)c1,-0.5,-3.9,34.1,/,3.1,3.9,/
COc1ccc(-c2c(C)oc3ccc(C)cc23)cc1,/,/,/,-18.2,/,-6.4,-10.5

# Reformatted with values under each structure: entries from further up
# Results follow in this order: CASP6 VEID inh | SIRT5 block | LGR2 antag | C2C12 statin | S100A4 inh HTS | FN deposit inh | esBAF inh
CCNc1nc(NCC)n2c(SCC(=O)Nc3ccc(OC)c(OC)c3)nnc2n1
→ 32.2 | -9.1 | 16.7 | 5.9 | 3.7 | 0.1 | -7.7
CCOc1ccc(-c2cc(C(=O)N/N=C(\C)c3cccnc3)c3ccccc3n2)cc1
→ -3.2 | -2.7 | -29.2 | -17.8 | -8.9 | 5.4 | 19.7
Cc1ccc(S(=O)(=O)Nc2ccc(Cl)cc2O)cc1
→ -1.4 | -4.4 | -0.7 | / | -1.3 | -3.7 | /
CCOc1ccccc1CN1CCNC(=O)C1CC(=O)NCCc1ccccn1 (stereo not given)
→ -3.9 | -1.0 | -5.1 | -6.5 | -1.3 | -3.0 | 4.1
CNC[C@@H]1OCCCC[C@H](C)Oc2ccc(NC(=O)Nc3ccc4c(c3)OCO4)cc2C(=O)N([C@H](C)CO)C[C@H]1C
→ / | / | -6.8 | 15.2 | / | / | -0.9
Cc1nc2c(OCc3ccc(C(F)(F)F)cc3)cccn2c1N(C)CC1CC1
→ -1.1 | -1.1 | -70.1 | -31.1 | -7.8 | -4.8 | 6.5

# Additional records:
SMILES,CASP6 VEID inh,SIRT5 block,LGR2 antag,C2C12 statin,S100A4 inh HTS,FN deposit inh,esBAF inh
CC(C)=CCc1c(O)cc2oc3c(CC=C(C)C)c(O)c(O)c(CC=C(C)C)c3c(=O)c2c1O,-2.1,/,/,-113.9,-5.8,/,-36.4
CS(=O)(=O)N1[C@H](C#N)[C@@H](c2ccc(C#Cc3cccc(F)c3)cc2)[C@@H]1CO,3.2,6.2,11.7,14.3,-2.7,-32.8,3.4
COc1ccc(CN(C)C[C@@H]2OCCCC[C@@H](C)Oc3ccc(NC(=O)NC(C)C)cc3C(=O)N([C@@H](C)CO)C[C@H]2C)cc1,0.8,5.9,3.2,16.7,-9.2,/,1.0
O=C(C(c1ccccc1)c1ccccc1)N1CCN(CC(O)COc2ccccc2)CC1 (stereo not given),/,/,/,4.0,/,-10.1,-3.8
COC(=O)C1(C(=O)OC)C[C@H](c2ccc(OC)cc2)N(Cc2ccccc2OC)[C@@H]1c1cccs1,-2.0&-2.9,/,2.6&8.9,/,-0.2&-0.9,-6.9&1.8,/
CC(NC(=O)[C@H](C)NC(=O)N1CCn2c1nc1ccccc12)c1ccccc1 (stereo not given in full),1.7,-1.2,-1.0,-3.8,0.8,16.2,3.0
C[C@@H]1CN([C@H](C)CO)C(=O)c2cc(NS(=O)(=O)c3cn(C)cn3)ccc2O[C@@H](C)CCCCO[C@@H]1CN(C)C(=O)c1ccccc1,-3.0,-1.5,8.0,/,12.9,4.1,-6.6
CCCN1C[C@@H](C)[C@H](OC)CN(C)C(=O)c2ccc(NC(=O)c3cccc(F)c3)cc2OC[C@H]1C,-3.1,6.4,-5.7,-47.1,-1.0,2.6,3.8
COc1cc(Cl)c(NS(=O)(=O)c2c(C(=O)N3CCCC3)c(C)n(C)c2C)c(OC)c1,-0.1,0.6,17.6,7.7,-2.4,12.8,-5.1
Cc1ccc(S(=O)(=O)NNC(=O)c2ccoc2C)cc1,-1.2,-2.5,2.3,5.0,0.6,-0.9,5.8
C[C@H]1CN([C@@H](C)CO)C(=O)Cc2cc(N(C)C)ccc2O[C@@H]1CN(C)CC1CC1,-0.7,-4.9,-11.5,-21.1,5.0,-7.1,2.8
N#C/C(=C\Nc1ccccc1SC(F)(F)F)c1nc(-c2ccc(Cl)cc2)cs1,0.0,-3.4,23.4,/,-5.2,-12.7,/
CCCCCCc1cc2cc(C(=O)Nc3ccccc3OC)c(=O)oc2cc1O,2.0,/,2.8,/,5.2,-3.2,/
COc1ccc(NC(=O)C2CC2)cc1S(=O)(=O)N1CCOCC1,0.6,0.0,-5.6,13.3,-2.0,0.6,1.0
C[C@H](NC(=O)C[C@@H]1C=C[C@@H](NC(=O)Cc2ccccn2)[C@@H](CO)O1)c1ccccc1,4.7,0.6,38.0,4.1,-1.4,7.3,-1.4
CCC(=O)Nc1ccc2c(c1)OC[C@H](C)N(C(=O)CN(C)C)C[C@H](C)[C@H](OC)CN(C)C2=O,2.2,-1.8,6.0,-10.9,24.7,-5.5,-6.4
CC(C)(C)c1ccc(C(=O)NNC(=O)c2ccncc2)cc1,1.5,8.1,-9.3,-2.5,-0.3,-6.9,8.9
COc1ccc(CN(C)C[C@H]2Oc3ccc(NC(=O)Nc4ccc5c(c4)OCO5)cc3CC(=O)N([C@H](C)CO)C[C@H]2C)cc1,-0.1,2.3,-1.6,24.3,-19.6,14.3,4.3
C[C@@H]1CN([C@H](C)CO)C(=O)c2cccc(NS(=O)(=O)c3cn(C)cn3)c2O[C@H]1CN(C)CC1CC1,-2.3,-0.8,3.0,25.7,4.3,/,-0.4
COc1ccc2[nH]c(=S)cc(C)c2c1,-3.2,-3.5,-13.6,/,2.3,-3.0,/
C[C@@H]1CN([C@@H](C)CO)C(=O)c2cc(NC(=O)C3CCCCC3)ccc2O[C@@H]1CN(C)Cc1ccc(C(=O)Nc2ccccc2N)cc1,-1.5,1.3,10.0,/,1.0,/,-14.1
Cc1cccc2c(N)c3c(nc12)CCCC3 (tested in a mixture with another compound),-0.6,/,0.3,7.0,4.1,-3.0,3.8
O=C(OCC(=O)N1CCCCC1)c1ccc2c(c1)C(=O)N(Cc1ccco1)C2=O,2.9,-4.0,5.8,18.6,5.1,-0.7,-0.3
Nc1ccc(N2CCOCC2)c(S(=O)(=O)Nc2ccccc2Cl)c1,2.6,-1.0,16.3,-1.9,-5.8,0.3,3.2
COC(=O)c1cc(=O)n(CCc2ccc(OC)c(OC)c2)c(=Nc2ccc(F)c(Cl)c2)s1,-0.6,11.0,54.7*,34.3,3.9,/,-6.3
OC(CSc1ccccc1)CN1CCN(c2ccccc2)CC1 (stereo not given),0.6,-4.5,-23.4,10.5,-4.5,-0.6,-4.3
CCOC(=O)C(=O)NCC(c1ccco1)S(=O)(=O)c1cccs1 (stereo not given),3.2,-1.6,20.7,-4.4,-0.6,3.3,3.2
O=C(NC1=NCCS1)c1ccc(N2CCCC2=O)cc1,3.8,-3.4,-29.8,/,-5.1,7.6,/
O=C(Cc1csc(NC(=O)c2ccccc2)n1)NO,0.2,-6.0,-5.3,-4.1,-0.6,-1.6,3.9
C[C@H]1CCCCO[C@@H](CN(C)S(=O)(=O)c2cn(C)cn2)[C@@H](C)CN([C@@H](C)CO)C(=O)c2cc(NS(=O)(=O)c3ccccc3)ccc2O1,0.0,-1.4,0.9,/,-3.9,-4.5,4.4

# Only part of the results is shown, so the mix of outcomes need not match the whole.
